# Screens (PubChem)
# TRPN1 ag – activates the zebrafish TRPN1 channel. activation, % at 3 µM. 220,000 compounds, 0.18% hits. HEK293 zebrafish TRPN1-YFP, Fluo-8 calcium fluorescence; 100% = response to 87 µM carbachol;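 active means activation above its plate's cutoff, the mean activation of test wells on that plate plus 3 SD, cut at about 19% in these data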;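 further: 0% = DMSO alone and 100% = 87 µM carbachol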
#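 Assay system: Zebrafish TRPN1-YFP in HEK293 cells | Incubation: Dye loading 1 h at 37 °C, then 30 min room temperature | Measured by: Kinetic Fluo-8 fluorescence, ex 470-495, em 515-575 nm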
# Calpain2 inh – blocks pig calpain II enzyme activity. purified calpain II, fluorogenic peptide substrate, 30 min. inhibition, % at 16 µM. 220,000 compounds, 0.37% hits;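 active means inhibition above about 50%, limit read from the data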
# S1P4 agonist – activates the human S1P4 receptor; S1P4-expressing cell line, agonist reporter assay; activation, % at 4.98 µM; 220,000 compounds, 0.35% hits; AID 1509; in the data active means activation above about 11%;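 further: 0% = DMSO vehicle and 100% = reference agonist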
# PERK inh – inhibitors of human PERK kinase. CHO PERK-DD fusion, SEAP luminescence translation reporter. inhibition, % at 5.6 µM. 220,000 compounds, 0.17% hits;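 active means inhibition above the mean inhibition of all tested compounds plus 3 SD, set separately per screening campaign, cut at about 2.9% in these data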;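 further: PERK kinase domain activated by AP20187 dimerizer at 100 nM; 0% = DMSO with dimerizer and 100% = rapamycin at 8.4 µM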
# TRPML3 ag – agonists of human TRPML3 channel; Q8TDD5; HEK293 TRPML3-YFP, Fluo-8 calcium fluorescence; 100% = the carbachol control signal; activation, % at 3 µM; 220,000 compounds, 0.29% hits; AID 1448;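 active means activation above its plate's cutoff, the mean activation of the plate's test wells plus 3 SD, cut at about 12% in these data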;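 further: 0% = DMSO only wells and 100% = carbachol wells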
# Target sequence (Q8TDD5 whole entry, looked up): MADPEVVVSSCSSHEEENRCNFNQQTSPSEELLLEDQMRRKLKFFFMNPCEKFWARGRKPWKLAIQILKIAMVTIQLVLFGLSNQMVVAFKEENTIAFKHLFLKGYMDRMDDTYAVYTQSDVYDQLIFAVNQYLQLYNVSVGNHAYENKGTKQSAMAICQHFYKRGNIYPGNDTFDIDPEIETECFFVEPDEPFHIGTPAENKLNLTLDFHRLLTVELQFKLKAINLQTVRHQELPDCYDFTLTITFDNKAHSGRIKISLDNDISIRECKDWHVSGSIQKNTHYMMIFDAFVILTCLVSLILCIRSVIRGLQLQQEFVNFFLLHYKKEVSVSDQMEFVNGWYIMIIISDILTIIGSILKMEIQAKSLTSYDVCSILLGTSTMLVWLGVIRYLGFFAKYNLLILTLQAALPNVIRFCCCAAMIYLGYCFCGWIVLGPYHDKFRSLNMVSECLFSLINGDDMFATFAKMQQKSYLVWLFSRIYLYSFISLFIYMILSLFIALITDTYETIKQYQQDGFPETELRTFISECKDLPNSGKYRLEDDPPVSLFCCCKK
#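 system = HEK293 cells stably carrying human TRPML3-YFP | doses = one concentration, 3 µM nominal, 0.3% DMSO | timing = dye loading 1 h 37 °C then 30 min ambient, 125 s read | detection = Fluo-8 calcium dye fluorescence, ex 470-495, em 515-575 nm | benchmarks = high control carbachol 87 µM, low control DMSO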
# Ba/F3 V617F tox – loss of viability in JAK2V617F-driven Ba/F3 cells. Ba/F3 EpoR-JAK2V617F viability, ATP luminescence. inhibition, % at 5.6 µM. 220,000 compounds, 1.1% hits. AID 1446;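 active means inhibition above the campaign mean plus 3 SD over all tested compounds, cut at about 24% in these data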;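 further: cytokine-independent growth of Ba/F3 cells driven by EpoR plus mutant JAK2; 0% = DMSO-treated cells and 100% = JAK inhibitor I control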
# EP2 mod – modulators of human EP2 prostaglandin E2 receptor; EP2-expressing cells, cAMP HTRF FRET, PGE2 co-stimulation; induction, % at 25 µM; 260,000 compounds, 0.83% hits; AID 940;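 active means compounds whose cAMP rise, as percent of the full-agonist control response, exceeds 60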;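 further: rat C6 glioma line stably carrying human EP2 under a CMV promoter; the protocol text gives 20 µM as final concentration; 100% = response of wells given 1 µM PGE2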
# Target sequence (P43116 whole entry, looked up): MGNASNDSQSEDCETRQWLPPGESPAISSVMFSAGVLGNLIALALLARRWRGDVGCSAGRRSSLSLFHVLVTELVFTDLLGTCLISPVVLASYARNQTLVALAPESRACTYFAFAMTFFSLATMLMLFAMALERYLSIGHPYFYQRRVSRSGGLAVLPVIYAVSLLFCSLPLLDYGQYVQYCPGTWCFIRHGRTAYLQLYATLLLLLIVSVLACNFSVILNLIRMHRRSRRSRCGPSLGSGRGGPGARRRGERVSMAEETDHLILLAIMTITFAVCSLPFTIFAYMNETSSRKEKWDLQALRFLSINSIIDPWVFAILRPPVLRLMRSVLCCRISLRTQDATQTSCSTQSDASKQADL
# BaF3 parental – counter-screen for JAK2V617F inhibitors: parental Ba/F3 viability inhibitors | CellTiter-Glo ATP luminescence | 220,000 compounds, 1.1% hits | AID 1486 | inhibition, % at 5.6 µM;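 active means inhibition above a per-campaign cutoff, the mean inhibition of all tested compounds plus 3 SD, cut at about 27% in these data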;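 further: 0% = DMSO wells and 100% = JAK Inhibitor I control wells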
# S1P4 antagonist – blocks the human S1P4 receptor | 220,000 compounds, 0.26% hits | S1P4-expressing cells, antagonist mode, reporter read-out | AID 1510 | inhibition, % at 4.98 µM | O95977; in the data active means inhibition above about 29%;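 further: 0% = wells stimulated with agonist and 100% = vehicle wells without agonist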
# The depositor's hits bear a star; & = joins results of further samples.
SMILES,TRPN1 ag,Calpain2 inh,S1P4 agonist,PERK inh,TRPML3 ag,Ba/F3 V617F tox,EP2 mod,BaF3 parental,S1P4 antagonist
CN1C(=O)/C(=C/c2cc3c(cc2Br)OCO3)NC1=S,0.7,-1,0.9,-0.1,0.9,-2,-65,4,-4
CCc1ccc(N(C(=O)Cc2cccs2)C(C(=O)NC2CCCCC2)c2cn(C)nc2C)cc1 (centres undefined),0.8,23,1.2,-0.9,-0.1,3,36,2,8
Brc1ccc(-c2nn3c(-c4ccco4)nnc3s2)o1,-0.8,-16,2.0,0.3,-1.0,3,33,8,-7
CC1CCCCN1CCNS(=O)(=O)c1ccc2c(c1)oc(=O)n2C (centres undefined),0.6,2,-0.2,-0.3,1.9,-2,-9,1,-4
CCOC(=O)N1CCc2c(sc3c2c(=O)n(Cc2ccccc2)c(=O)n3CC(=O)NCCOC)C1,-0.7,58*,1.3,0.1,0.2,3,5,7,1
COc1ccccc1OCCNC(=O)c1cc([N+](=O)[O-])cc([N+](=O)[O-])c1,0.2,12,1.9,0.2,-0.7,6,12,5,-16
CC(=O)NC(Cc1ccccc1)C(=O)NC1CCN(c2ncccc2[N+](=O)[O-])CC1 (centres undefined),0.9,-4,-0.2,-1.0,0.5,1,9,5,-1
Cc1cccc(C)c1-n1c(C)nn(CCOc2ccccc2)c1=O,0.7,-1,0.3,0.7,-0.1,0,-18,2,-9
CCOC(=O)CSc1nc2sc3c(c2c(=O)[nH]1)CC(C)(C)OC3,0.3,-11,-2.3,3.0*,-0.2,-6,1,2,9
CC(=O)Nc1ccc(C(=O)CSc2ncn(-c3ccccc3)n2)cc1,0.7,-8,1.0,-0.5,0.0,4,12,9,0
CCSc1ccccc1C(=O)Nc1cc(C)on1,-0.4,-26,1.3,-0.9,0.5,-4,8,-2,-11
C=CCOC(=O)C1=C(C)Nc2nc3ccccc3n2C1c1ccncc1 (centres undefined),-1.3,-40,-1.6,-0.2,-0.9,-2,-13,2,4
CCOc1ccc(C(CC(=O)O)n2cnnn2)cc1OC (centres undefined),0.8,-16,0.7,1.1,0.6,-2,31,1,5
COCCN(C(=S)Nc1ccccc1OC)C1CCN(C(C)=O)CC1,1.0,-5,-0.8,0.8,1.1,-5,7,1,5
Cc1c(Br)c(C(N)=O)nn1C,0.3,-12,-2.2,-0.3,0.4,1,20,7,4
Cc1noc(C)c1COc1ccc(C(=O)NCCc2ccccn2)cc1,0.4,-29,-1.3,0.9,0.7,0,-25,-1,-5
Cc1n[nH]c(C)c1CCOc1ccc(C(C)C)cc1,1.2,-10,3.0,-0.7,0.6,4,44,6,-15
O=C(Cc1cccc2ccccc12)NC(NC(=S)Nc1ccccc1Cl)C(Cl)(Cl)Cl (centres undefined),-0.9,13,4.6,0.8,0.1,-3,34,1,-7
Cc1ccc2cc(NC(=O)c3cccc(F)c3)ccc2n1,4.0,5,-0.3,0.2,-0.4,-1,-39,1,2
CCCC(=O)Nc1nc(-c2ccccc2)c(CC)s1,-1.1,6,-0.1,-0.5,0.0,0,20,4,-2
CCOC(=O)c1c(NC(=O)COc2cccc3c2CCN(CC)C3=O)sc2c1CCC2,-0.6,-68,-0.2,0.5,0.2,-1,64*,6,-11
CC(C)CNc1oc(-c2ccc(F)cc2)nc1C#N,-0.1,-245,0.0,-0.1,0.2,-1,2,3,0
CC1CCCC(C)N1C(=O)c1cc(-c2ccc(Cl)c(Cl)c2)on1 (centres undefined),0.5,34,0.8,-0.2,1.1,0,-19,1,1
Cc1noc(C(=O)NCc2ccc(F)cc2)c1Cl,-1.5,1,1.0,0.6,-0.1,-1,15,6,-14
Cc1ccc(CNC(=O)c2cccc(OCc3c(C)noc3C)c2)cc1,-0.1,-1,-0.7,-1.1,-0.5,-1,-4,-1,-8
COC(=O)CSc1nc2cc(OC)ccc2cc1C#N,-1.5,-107,0.2,0.8,-0.7,5,18,8,10
Cc1ccc2nc(NC(=O)c3ccc(N4C(=O)CCC4=O)cc3)sc2c1,0.9,-42,2.7,-0.3,0.8,0,-56,6,10
CCOc1ccc2[nH]c(=O)c(CN(CCO)C(=O)c3ccccc3F)cc2c1,0.3,-103,-2.2,0.0,0.3,3,0&-26,6,6
COc1ccc(C(=O)Nn2c(C)nnc2-n2nc(C)cc2C)cc1OC,0.4,8,-1.6,0.7,0.2,-2,38,-1,-20
CCc1[nH]nc2c1C(c1ccncc1)C(C#N)=C(N)O2 (centres undefined),0.9,12,1.9,0.0,0.1,-3,26,-1,-18
Cc1ccc(Nc2nc(N)nc(CN3CCCCCC3)n2)cc1,-0.1,15,-1.3,-1.0,-0.3,-1,10,5,-14
Cc1ncc(CO)c(/C=N/NC(=S)Nc2ccc(C(C)C)cc2)c1O,0.8,-108,-1.8,1.3,0.6,-5,1,-4,-10
Cc1cccc(N2CCN(C(=O)CCn3c(=O)[nH]c4ccccc4c3=O)CC2)c1C,0.2,-18,-0.9,0.3,-0.4,-2,-15,2,-14
COc1cc(/C=N/NC(=O)c2cn(-c3cccc(C)n3)cn2)ccc1O,2.9,9,-0.6,0.5,0.4,3,-38,10,-9
CN(CCCNC(=O)C1CCC(=O)N1Cc1ccccc1Cl)c1ccccc1 (centres undefined),-1.0,-18,1.3,-0.5,0.2,1,-20,5,-9
CN1C(=O)NC2(O)C(=O)c3ccccc3C12O (centres undefined),0.6,-3,-0.7,0.3,0.7,2,17,5,-4
O=C1c2cccnc2C(Nc2cccc(F)c2)N1Cc1ccco1 (centres undefined),0.2,-3,1.5,1.1,0.6,1,24,3,-7
CCN(CC)S(=O)(=O)c1cc(C(=O)NC2CCCCC2)ccc1C,-1.0,-19,0.6,0.2,0.6,0,11,4,-4
COc1ccccc1OCCOc1ccccc1/C=N/n1cnnc1,-1.0,26,0.4,-0.1,0.8,-1,-7,0,-19
C(=N\c1nc2ccccc2n1CCN1CCCCC1)/c1cccs1,0.2,32,-0.3,0.5,0.3,7,17,8,2
O=C(Nc1ccccc1)C1CCN(c2nccs2)CC1,-0.2,-12,0.3,-0.1,-0.7,-2,5,-1,-2
O=C(COC(=O)c1ccccc1NC(=O)c1ccco1)NCCC1=CCCCC1,-0.7,-85,0.4,-0.3,0.0,0,-8,6,-6
Cn1c2ccccc2c2ncn(CCN3CCOCC3)c(=O)c21,0.2,-18,1.1,-1.3,0.9,2,15,5,-1
Cc1ccc(-c2nn(C)c(=O)c3ccccc23)cc1S(=O)(=O)N1CCCC1,0.4,-2,1.5,-0.2,0.5,2,13,5,3
CCN1C(=O)C2C(C1=O)N1C(c3ccccc3)C3C(=O)N(CC)C(=O)C3N1C2c1ccccc1 (centres undefined),1.0,-12,2.4,-1.6,0.8,3,15,5,19
CCOc1ccc2nc(SC(C)C(N)=O)[nH]c2c1 (centres undefined),-0.1,21,0.3,1.2,-0.8,1,-19,2,-20
C=CCn1c(=NC(=O)c2cccc(N3C(=O)CCC3=O)c2)sc2cccc(OC)c21,4.8,16,0.8,-1.3,1.2,-2,-23,1,3
Cc1ccc(CN2CCN(Cc3cccc(OCCO)c3)CC2CCO)o1 (centres undefined),1.1,14,-0.4,0.3,0.6,0,4,7,-8
CCOC(=O)C1CCN(C(=O)C2CC(=O)N(c3ccc(C)cc3)C2)CC1 (centres undefined),0.8,17,1.8,-0.4,-0.1,-2,-4,0,-13
CN1CCN(C(=O)c2ccc3nc(-c4ccccc4)c(-c4ccccc4)nc3c2)CC1,-0.1,-235,-0.9,-0.9,0.6,-1,1,4,-10
CCC1Oc2ccc(C)cc2N(CC(=O)N(Cc2ccc3c(c2)OCO3)CC2CCCO2)C1=O (centres undefined),-0.4,-22,1.7,-1.5,-0.7,3,10,1,-12
CCN(CC)CC(=O)N(CC(=O)Nc1c(C)cc(C)cc1C)C1CCCCC1,-0.5,-11,0.0,0.2,0.1,-3,32,4,-10
Cn1c(C(=O)N2CCN(c3ccc(Cl)cc3)CC2)cc2c(=O)[nH]c3ccccc3c21,2.7,6,0.9,-0.2,1.0,-1,-17,10,-11
O=C(Cn1nc(-c2ccccc2)ccc1=O)NCc1ccc2c(c1)OCO2,0.9,-23,1.1,0.4,0.5,-1,3,6,-2
O=C(Nc1ccccc1N1CCOCC1)c1cc(F)cc(F)c1,0.0,-33,1.2,0.8,-0.6,0,7,3,3
CCCNC(=O)COc1ncnc2sccc12,1.3,5,-0.1,-0.2,-0.1,4,-17,5,-2
CCCC(=O)Nc1cccn(Cc2ccccc2Br)c1=O,-1.8,-26,-0.2,1.4,-0.2,-4,27,2,-20
COc1cccc(/C=N/NC(=O)CSc2nnc(C)n2-c2ccccc2)c1OC,-0.1,-9,-2.9,0.1,-0.4,2,-6,3,15
CCCC(=O)n1nc(-c2ccco2)nc1SCc1ccccc1,-0.6,9,0.3,0.8,-0.1,-4,32,-2,7
COc1ccc(CNC(=S)NC2CCCC2)cc1,0.4,-1,11*,1.0,-0.6,0,-1,6,-3

# The list continues:
SMILES,TRPN1 ag,Calpain2 inh,S1P4 agonist,PERK inh,TRPML3 ag,Ba/F3 V617F tox,EP2 mod,BaF3 parental,S1P4 antagonist
OCc1nnn(-c2ccccc2)c1CO,0.6,-7,0.6,0.5,1.1,-2,1,-1,15
O=C(NNC(=O)C(c1ccccc1)c1ccccc1)c1ccccn1,1.8,0,1.5,-0.7,1.0,9,39,4,-12
CCNC(=O)c1ccc(C23CC4CC(CC(C4)C2)C3)o1,0.1,0,2.2,1.3,-0.1,0,-13,8,-18
Cc1ccc(S(=O)(=O)c2nc(S(C)(=O)=O)sc2N(C)C)cc1,1.3,-15,-0.7,-0.7,0.0,0,15,0,-8
Cc1nnc(SCC(=O)Nc2cc(-c3cc(C)c(C)cc3C)nn2-c2ccccc2)s1,-1.4,42,-0.1,-0.7,-0.5,2,-20,4,7
CCOC(=O)Cn1nnc(-c2ccc(SC)cc2)n1,-0.2,18,-1.5,-1.0,0.3,-2,-12&-137,1,-9
O=C1CCC/C(=N\NC(=O)COc2ccc(Cl)cc2)C1,1.4,-11,-0.3,0.6,1.1,-1,8,1,-4
COc1ccc(C(O)c2nc3ccccc3n2C(C)C)cc1 (centres undefined),1.8,-4,0.0,0.7,0.4,1,10,-14,1
Cc1ccc(S(=O)(=O)NC(=O)NC(C)(C)C)cc1,0.6,-14,0.4,0.3,0.5,-1,41,2,-1
Cc1c(=O)n(OCc2cccc(F)c2)c2ccccc2[n+]1[O-],0.6,-60,-2.5,0.3,-0.5,-3,21,1,-12

# An excerpt of these results, with values under each structure:
# The line under a structure holds: TRPN1 ag, Calpain2 inh, S1P4 agonist, PERK inh, TRPML3 ag, Ba/F3 V617F tox, EP2 mod, BaF3 parental, S1P4 antagonist
COc1ccc(C(O)c2nc3ccccc3n2C(C)C)cc1 (centres undefined)
 : 1.8, -4, 0.0, 0.7, 0.4, 1, 10, -14, 1
Cc1ccc(S(=O)(=O)NC(=O)NC(C)(C)C)cc1
 : 0.6, -14, 0.4, 0.3, 0.5, -1, 41, 2, -1
